Nrf2 inh = inhibitors of Nrf2 signaling; A549 ARE-Fluc reporter, luciferase luminescence, 18-24 h; Potency, µM (highest dose often 46 µM), inactives show at the highest dose activity change, negative = inhibition, actives largely listed as inhibitors; 2.1% of 360,000 active; AID 504444; further: potency means the concentration at half of the fitted maximal effect; on the % scale 0 is the no-effect control and ±100 the full control effect; nearly all actives have a fitted effect of over 60% in size
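Nrf2 function is reported as luminescence of an ARE-controlled luciferase in A549 cells. Compounds were tested at several concentrations, and a CellTiter-Fluor read on the same wells flagged cytotoxicity.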
HepG2 tox = counter-screen for TGF-b inhibitors: cytotoxicity in HepG2 cells; HepG2 CAGA-GFP viability, ATP luminescence, 18 h; Potency, µM (highest dose often 46.1 µM), without a hit: at the highest dose activity change, negative = cytotoxicity, most hits filed as cytotoxic; 0.76% of 410,000 active; AID 588856; further: potency means the concentration at half of the fitted maximal effect; some results filed as inactive show a strong effect at the top dose
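CellTiter-Glo luminescence gave cytotoxicity after 18 hours at 37 degrees C. The cells were HepG2 CAGA-GFP in 1% FBS DMEM, stimulated with 500 pg/mL TGF-beta after compound addition. %Activity was normalised to no-cell wells (complete cell-killing) and DMSO (no toxicity), and curves were fitted and classified.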
Abeta rescue = compounds reversing amyloid beta toxicity in yeast | 0.063% of 410,000 active | yeast expressing A-beta42, growth rescue, OD600, 48 h; response scale: 0% DMSO, 100% iron-clioquinol control | Potency, µM (doses to about 46.1 µM), for the others: at the highest dose growth rescue, most hits filed as activators; further: potency means the concentration at half of the fitted maximal effect; nearly all actives have a fitted effect of over 55% in size
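Growth rescue measured by 600 nm absorbance after 48 h yeast culture at 30 C with compound. Values normalized between DMSO and an equimolar ferric chloride plus clioquinol control.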
Nrf2 ARE act = activates Nrf2 signaling | AREc32 ARE-luciferase reporter (MCF7-derived line), luminescence, 24 h | Potency, µM (series often up to 46.1 µM), for inactives: at the top dose activation, usual class: activators | 0.31% of 410,000 active | AID 624171; further: potency means the concentration at half of the fitted maximal effect; % of control where 0% means no effect; nearly all actives have a fitted effect of over 65% in size
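For detection, Steady-Glo was added and plates sat 30 min at RT; before that, AREc32_Fluc cells grown overnight in OPTI-MEM/5% FBS had been treated with 23 nL compound for 24 hr at 37 deg C.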
CCT modulator = modulators of cytosolic chaperonin (CCT/TRiC) activity; purified chaperonin ATPase assay, HTRF ADP detection, 30 min; activity change, % (concentration not given with the values), hits read low; 0.3% of 360,000 active; AID 651819; in the data active means activity change below about -30%; further: on the % scale 0 is the no-effect control and ±100 the full control effect
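First, chaperonin was dispensed at 40 nM or 20 nM final depending on batch activity. Next, compounds were pinned at 76 uM and ATP added at 10 uM. After 30 min at 37 °C, ADP detection reagents ran 30 min at ambient temperature.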
MmCpn inh = M. maripaludis TRiC chaperonin inhibition; 0.031% of 330,000 active; Potency, µM (titrated, usually from 76.9 µM), inactives show at the highest dose activity, negative = inhibition, usual class: inhibitors; purified Mm-Cpn ATPase, ADP Transcreener TR-FRET; AID 504842; further: potency means the concentration at half of the fitted maximal effect; on the % scale 0 is the no-effect control and ±100 the full control effect; nearly all actives have a fitted effect of over 80% in size
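Quantitative HTS used 25 nM Mm-CPN and 10 uM ATP in magnesium/KCl Tris buffer, pH 7.4, with 1 mM DTT. Hydrolysis ran 30 min at 37°C; ADP was read by HTRF.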
Akt phos inh = Akt phosphorylation inhibition | Neuro2A IGF-stimulated pAkt S473 HTRF, 20 min; active compounds read low | 0.32% of 360,000 active | activity change, % for hits at 50 µM; in the data active means activity change below about -80%; inconclusive means mostly about -51% to -80%; further: on the % scale 0 is the no-effect control and ±100 the full control effect
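Single-point screen (50 µM final compound) in Neuro2A cells stimulated 20 min with 6 nM IGF at 37 deg C. After lysis, Ser473-phosphorylated Akt read by HTRF (ex 330 nm, em 615/665 nm) as the 665/615 ratio.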
A549 viability = counter-screen for Nrf2 inhibitors: cytotoxicity in A549 cells; A549 ARE-Fluc cells, CellTiter-Fluor viability, 18-24 h; Potency, µM (series often up to 46 µM), for the others: top-dose activity change, negative = cytotoxicity, most hits filed as inhibitors; 0.16% of 390,000 active; further: potency means the concentration at half of the fitted maximal effect; on the % scale 0 is the no-effect control and ±100 the full control effect
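A549 ARE_Fluc cells in 5% FBS OPTI-MEM were exposed to compounds in concentration-response for 18-24 h at 37 deg C. Viability was read by CellTiter-Fluor fluorescence (Ex 405/Em 525) after 30 min, before the luciferase read.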
TGFb SMAD3 inh = inhibitors of TGF-b signaling. HepG2 CAGA-GFP TGF-b/SMAD3 reporter, GFP fluorescence, 18 h; TGF-beta stimulated, 500 pg/mL final. Potency, µM (highest dose often 46.1 µM), without a hit: at the top dose activity, negative = inhibition, usual class: inhibitors. 1.2% of 410,000 active; further: potency means the concentration at half of the fitted maximal effect; on the % scale 0 is the no-effect control and ±100 the full control effect; nearly all actives have a fitted effect of over 65% in size
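Inhibition was scored as loss of TGF-beta-induced (500 pg/mL final, 18 hours, 37 degrees C) GFP in HEPG2 cells carrying a CAGA-GFP reporter, in DMEM with 1% FBS. Well GFP was summed per cell; Activity was normalised to unstimulated and stimulated DMSO wells, then concentration-response fitting.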
Numbers without * were called inactive; i = inactive; ? = inconclusive; / = not tested or not shown; [ ] = another dose, or the depositor's remark. Unless noted, the call rests on the fitted dose curve; in most records, active means well fitted curve in the direction sought with a large enough effect; inconclusive means small, poorly fitted or top-dose-only effect, or another doubt; inactive means no such curve, though single readings can be large; an effect the other way counts as inactive or inconclusive.

molecule | Nrf2 inh | HepG2 tox | Abeta rescue | Nrf2 ARE act | CCT modulator | MmCpn inh | Akt phos inh | A549 viability | TGFb SMAD3 inh
CCc1ccccc1N(C)C(=O)c1nn(-c2ccc(OC)cc2)c(=O)c2c1c1ccccc1n2C | 4% | -20% | -1% | 4.6% | / | / | / | -3% | -1%
CCc1nc2ccc(C(=O)NCc3ccccc3)cc2nc1CC | ? | 1% | -6% | 0.2% | 1.0 | -2% | i | -7% | 0%
COC(=O)c1ccc(OC)c(NS(=O)(=O)c2ccc(-n3cnnn3)cc2)c1 | 3% | -17% | -2% | -0.3% | -0.4 | -4% | i | 3% | -2%
CC(C)CN(C(=O)COC(=O)c1cc2ccccc2cc1O)c1c(N)n(Cc2ccccc2)c(=O)[nH]c1=O | ? | -15% | -7% | 2.2% | -1.6 | / | i | -8% | -13%
COc1ccc(C2(C)NC(=O)N(Cc3cc(Cl)cc4c3OCOC4)C2=O)cc1OC (stereo not drawn) | -13% | 4% | 8% | 0.3% | 0.6 | 0% | i | -19% | -22%
COc1ccc(CNC(=O)[C@@H](C)NC(=O)[C@@H]2Cc3ccccc3CN2)cc1 | -7% | -1% | -7% | -0.9% | 0.3 | 2% | i | 6% | 3%
COc1cc(NC(=O)C/C(C)=N/NC(=O)Cc2ccccc2)c(OC)cc1Cl | 5% | -47% | 23% | 11% | -3.0 | ? | i | 14% | -2%
O=C1Nc2ccccc2C1=Nc1ccc(Cl)cc1 | -19% | -12% | 0% | 3.5% | 0.2 | -4% | i | 1% | -12%
CSCCC(C(=O)O)N1C(=O)c2ccc(C(=O)O)cc2C1=O (stereo not drawn) | 14% | -4% | -16% | 0.5% | 0.5 | 2% | / | 4% | -16%
O=C(CNC(=O)c1cccc(F)c1)N/N=C/c1cccnc1 | 6% | -5% | 1% | 1.3% | -2.2 | 0% | i | 0% | 30%[activator]

Four of the entries above in order of their number in Nrf2 ARE act, highest first.
| Molecule | Nrf2 ARE act |
| --- | --- |
| CSCCC(C(=O)O)N1C(=O)c2ccc(C(=O)O)cc2C1=O (stereo not drawn) | 0.5% |
| CCc1nc2ccc(C(=O)NCc3ccccc3)cc2nc1CC | 0.2% |
| COC(=O)c1ccc(OC)c(NS(=O)(=O)c2ccc(-n3cnnn3)cc2)c1 | -0.3% |
| COc1ccc(CNC(=O)[C@@H](C)NC(=O)[C@@H]2Cc3ccccc3CN2)cc1 | -0.9% |

Next section.
molecule | Nrf2 inh | HepG2 tox | Abeta rescue | Nrf2 ARE act | CCT modulator | MmCpn inh | Akt phos inh | A549 viability | TGFb SMAD3 inh
O=C(Nc1cccc(NC(=O)C2CC3CCCC(C2)C3=O)n1)C1CC2CCCC(C1)C2=O (stereo not drawn) | ? | -5% | -16% | -0.2% | -4.9 | -3% | i | -5% | ?
COc1cccc(NC(=O)Cc2cccs2)c1 | / | 3% | 11% | 2.0% | -0.4 | -1% | i | -2% | 14%
Cc1ccc(S(=O)(=O)N2CCOCC2)cc1NC(=O)COC(=O)CNC(=O)c1ccc(Oc2ccccc2)cc1 | 0% | -1% | 0% | -0.1% | -0.9 | 0% | i | -2% | -13%
c1ccc(CSCc2cn3ccccc3n2)cc1 | ? | 0% | -4% | 1.5% | -0.2 | -4% | i | 7% | 0%
O=S(=O)(Nc1ccc(C(F)(F)F)cn1)c1ccccc1 | -3% | -18% | 14% | -0.8% | -2.4 | 0% | i | -8% | -7%
CCc1ccccc1NC(=O)c1ccc2c(c1)N(Cc1cccc(Cl)c1)C(=O)c1ccccc1S2(=O)=O | 3% | -4% | -1% | -0.2% | / | / | / | 3% | 2%
C/C(=N\OCC(=O)OCC(=O)Nc1cc(S(C)(=O)=O)ccc1Cl)c1ccc2c(c1)OCO2 | 9% | -7% | -14% | 0.2% | 1.0 | 0% | i | -2% | -1%
CN(C)C1=NCCN1CC1CCCCC1 | 2% | 9% | -4% | 0.3% | -10 | 0% | i | -4% | 17%
CCCCCN1C=CC=C/C1=C\C=C(C#N)C#N | 1% | -48% | 7% | -1.1% | -0.3 | -2% | i | -15% | 0%
O=C(CNC(=O)c1ccc(Cl)cc1)NC(CO)c1ccccc1 (stereo not drawn) | -1% | -3% | -3% | 0.4% | -0.4 | 0% | i | 1% | 10%
NCCNC(=O)Cn1c(=O)c2c3c(sc2n(Cc2ccccc2)c1=O)CCCC3 | 8% | -13% | -12% | -0.9% | -3.0 | -1% | i | 2% | 12%
COC(=O)C1=COC(C)C2CN3CCc4c([nH]c5ccccc45)C3CC12 (stereo not drawn) | -6% | -9% | -19% | 3.2% | -0.9 | 0% | i | 4% | 19%
COc1ccc(-c2ccnc3c2c(=O)n(C)c(=O)n3C)cc1OC | 5% | -17% | -18% | -0.4% | / | / | / | 7% | 8%
CNC(=O)c1cccc(NC(=O)c2ccccc2OCc2ccccc2)c1 | -24% | -14% | -8% | -0.1% | 1.1 | -8% | i | -3% | 13%
CC(C)CNC(=O)CCCc1ccccc1 | / | 2% | -1% | 0.5% | -1.1 | -1% | i | 16% | 8%
CCOc1ccc(N(CC(=O)NCc2ccc3c(c2)OCO3)C(=O)c2csnn2)cc1 | ? | -10% | 6% | 0.5% | -0.9 | 3% | i | -8% | 4%
CCCN(CC1CC1)c1nc(N)c(C#N)c(CC#N)c1C#N | / | -3% | 1% | 7.7% | 0.7 | -27% | i | 3% | ?
O=C(Nc1nc2ccccc2s1)C1CC(=O)N(c2ccccc2)C1 (stereo not drawn) | 5% | -25% | ? | 1.9% | -7.7 | 1% | i | -14% | 13%
COc1ccc(OC)c(C(C(=O)NCc2ccco2)N(C(=O)Cn2nnc3ccccc32)C(C)C)c1 (stereo not drawn) | / | 2% | -5% | -0.2% | 0.0 | 1% | i | 5% | 3%
S=C(NCCN1CCOCC1)Nc1ccccc1Cl | 9% | 2% | 26% | 1.0% | 0.8 | 1% | i | 8% | 1%

Shown field by field: part of the list above.
NCCNC(=O)Cn1c(=O)c2c3c(sc2n(Cc2ccccc2)c1=O)CCCC3
  Nrf2 inh: 8%
  HepG2 tox: -13%
  Abeta rescue: -12%
  Nrf2 ARE act: -0.9%
  CCT modulator: -3.0
  MmCpn inh: -1%
  Akt phos inh: i
  A549 viability: 2%
  TGFb SMAD3 inh: 12%
S=C(NCCN1CCOCC1)Nc1ccccc1Cl
  Nrf2 inh: 9%
  HepG2 tox: 2%
  Abeta rescue: 26%
  Nrf2 ARE act: 1.0%
  CCT modulator: 0.8
  MmCpn inh: 1%
  Akt phos inh: i
  A549 viability: 8%
  TGFb SMAD3 inh: 1%

Next part.
molecule | Nrf2 inh | HepG2 tox | Abeta rescue | Nrf2 ARE act | CCT modulator | MmCpn inh | Akt phos inh | A549 viability | TGFb SMAD3 inh
C(=N\n1cnnc1)/c1cccs1 | 6% | 3% | 6% | -0.3% | 2.9 | 3% | i | 2% | 10%
COc1ccc(OC)c(-c2csc(N(C)C(=O)c3ccco3)n2)c1 | ? | -5% | 6% | 1.4% | -1.5 | -30% | i | 0% | -4%
COc1ccc(NC(=O)C2CCCN(C(=O)c3ccc(Cl)cc3)C2)cc1Cl (stereo not drawn) | ? | -32% | 16% | 5.8% | 1.8 | 0% | i | -16% | ?
CC(C)(C)C(=O)Nc1cccc(C(=O)OCc2cc(=O)n3nc(C4CCCCC4)sc3n2)c1 | / | 2% | -9% | 0.8% | / | / | / | 1% | ?
COc1ccc2[nH]c(=O)c(CNc3cccc(C)c3)cc2c1 | ? | -2% | 0% | 4.2% | -0.6 | 1% | i | -13% | -9%
O=C(O)CSc1nc2ccccc2nc1Cc1ccccc1F | -13% | -4% | 10% | 6.6% | -0.8 | -17% | i | 1% | 0%
COc1ccc(S(=O)(=O)N2CCN(C(=O)CN3C(=O)NC(C)(c4ccc5ccccc5c4)C3=O)CC2)cc1 (stereo not drawn) | ? | -41% | 0% | 4.3% | 1.0 | -4% | i | 0% | 0%
Cc1ccc(CNC(=O)c2ccc(CSCc3ccc(C)cc3)o2)cc1 | / | -20% | -12% | 0.1% | / | / | / | -3% | ?
Clc1ccccc1-c1nc2nc3ccccc3nc2n1-c1ccc2c(c1)OCO2 | ? | 7% | 1% | 11% | -2.4 | -11% | i | -28% | -18%
COc1ccc(CN(C)C(=O)COC(=O)c2cc([N+](=O)[O-])ccc2N2CCCC2)c(OC)c1OC | -18% | -13% | -10% | -0.6% | 0.0 | -2% | i | -19% | -13%

Shown with two lines to a compound: entries from further up
Every second line gives: Nrf2 inh	HepG2 tox	Abeta rescue	Nrf2 ARE act	CCT modulator	MmCpn inh	Akt phos inh	A549 viability	TGFb SMAD3 inh
- COc1ccc(NC(=O)C2CCCN(C(=O)c3ccc(Cl)cc3)C2)cc1Cl (stereo not drawn)
  ?	-32%	16%	5.8%	1.8	0%	i	-16%	?
- O=C(O)CSc1nc2ccccc2nc1Cc1ccccc1F
  -13%	-4%	10%	6.6%	-0.8	-17%	i	1%	0%

Source: PubChem BioAssay (National Center for Advancing Translational Sciences (NCATS))
